Screening results from PubChem BioAssay.
Dicer processing – blocks human Dicer maturation of pre-miR-21 | Q9UPY3 | cat-ELCCA pre-miR-21 Dicer processing, chemiluminescence; active compounds read high | z-score at 25 µM | actives 6% (n = 47,000) | AID 1347074; in the data active = z-score above about 3, passing the limit was not always enough;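 note: plate controls were vehicle for no effect and no enzyme for full effect; higher signal means more uncleaved substrate so more Dicer inhibition; strong numbers were not always called active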
Target sequence (Q9UPY3 whole entry, looked up): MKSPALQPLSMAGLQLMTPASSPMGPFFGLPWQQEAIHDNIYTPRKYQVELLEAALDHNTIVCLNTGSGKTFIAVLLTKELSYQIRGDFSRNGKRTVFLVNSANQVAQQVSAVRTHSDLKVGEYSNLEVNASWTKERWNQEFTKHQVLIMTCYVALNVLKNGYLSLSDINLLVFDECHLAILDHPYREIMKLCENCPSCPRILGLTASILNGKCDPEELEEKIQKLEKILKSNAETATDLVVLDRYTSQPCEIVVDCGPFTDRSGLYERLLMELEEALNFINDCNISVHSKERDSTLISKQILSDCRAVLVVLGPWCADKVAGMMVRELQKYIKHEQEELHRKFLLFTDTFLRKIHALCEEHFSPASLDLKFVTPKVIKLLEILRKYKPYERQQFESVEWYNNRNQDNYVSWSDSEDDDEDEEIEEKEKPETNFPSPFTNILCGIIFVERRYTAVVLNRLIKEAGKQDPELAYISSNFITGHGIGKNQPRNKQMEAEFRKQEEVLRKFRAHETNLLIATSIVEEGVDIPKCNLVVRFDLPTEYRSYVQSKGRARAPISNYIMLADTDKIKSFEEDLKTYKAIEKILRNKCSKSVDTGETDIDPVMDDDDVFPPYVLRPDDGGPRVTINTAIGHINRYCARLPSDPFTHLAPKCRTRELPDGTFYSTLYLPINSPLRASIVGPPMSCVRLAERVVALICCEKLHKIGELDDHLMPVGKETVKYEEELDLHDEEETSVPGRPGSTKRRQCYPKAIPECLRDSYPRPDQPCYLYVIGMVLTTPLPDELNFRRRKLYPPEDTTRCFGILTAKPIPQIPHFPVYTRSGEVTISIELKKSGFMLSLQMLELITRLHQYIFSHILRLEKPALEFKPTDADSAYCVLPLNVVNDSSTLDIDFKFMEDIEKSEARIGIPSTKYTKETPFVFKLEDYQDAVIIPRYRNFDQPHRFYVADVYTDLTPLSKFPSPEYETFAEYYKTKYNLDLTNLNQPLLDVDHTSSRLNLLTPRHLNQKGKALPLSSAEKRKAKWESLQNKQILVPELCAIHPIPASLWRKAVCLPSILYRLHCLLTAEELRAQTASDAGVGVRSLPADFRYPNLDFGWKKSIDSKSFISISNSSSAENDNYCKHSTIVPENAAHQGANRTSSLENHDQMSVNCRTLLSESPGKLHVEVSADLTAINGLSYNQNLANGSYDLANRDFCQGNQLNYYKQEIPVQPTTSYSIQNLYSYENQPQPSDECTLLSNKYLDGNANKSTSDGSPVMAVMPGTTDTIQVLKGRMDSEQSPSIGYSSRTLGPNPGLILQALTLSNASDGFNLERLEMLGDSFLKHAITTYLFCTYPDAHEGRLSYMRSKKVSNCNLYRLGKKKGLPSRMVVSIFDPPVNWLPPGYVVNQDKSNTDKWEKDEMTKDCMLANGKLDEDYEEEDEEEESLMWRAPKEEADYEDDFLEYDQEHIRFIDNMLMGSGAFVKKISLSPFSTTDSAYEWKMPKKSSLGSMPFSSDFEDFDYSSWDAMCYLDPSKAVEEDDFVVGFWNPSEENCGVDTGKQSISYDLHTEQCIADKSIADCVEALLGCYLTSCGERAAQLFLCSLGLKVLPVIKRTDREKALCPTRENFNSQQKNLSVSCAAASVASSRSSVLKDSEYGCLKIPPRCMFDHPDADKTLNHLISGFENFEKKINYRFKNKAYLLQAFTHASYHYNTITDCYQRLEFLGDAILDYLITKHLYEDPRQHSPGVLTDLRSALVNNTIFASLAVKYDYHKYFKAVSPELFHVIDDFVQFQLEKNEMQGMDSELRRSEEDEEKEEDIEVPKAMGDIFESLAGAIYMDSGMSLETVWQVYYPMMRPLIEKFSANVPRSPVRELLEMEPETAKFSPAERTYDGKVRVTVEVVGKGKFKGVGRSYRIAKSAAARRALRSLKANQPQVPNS
* = called active by the depositor; & = joins results of further samples.

Compound | Dicer processing
C=CCOC(=O)c1sc(N2C(=O)c3oc4ccc(C)cc4c(=O)c3C2c2ccc(F)cc2)nc1C (configuration not stated) | -0.01
CN(C)c1ccc2nsnc2c1[N+](=O)[O-] | -0.82
Cc1ccc(-c2nc(-c3ccncc3)n[nH]2)c([N+](=O)[O-])c1 | -0.9
CCCCOC(=O)Nc1ccc(S(=O)(=O)Nc2nccs2)cc1 | 0.92
O=C1c2ccccc2-c2n[nH]c(=O)c3ccc(N4CCOCC4)c1c23 | -1.24
O=c1cc(-c2cc(C(F)(F)F)cc(C(F)(F)F)c2)nc2cc(-c3ccccc3)[nH]n12 | 1.65
CCOCCOc1nc2c(c(=O)n(C)c(=O)n2C)n1Cc1ccc(C)cc1 | 1.63
O=S(=O)(Oc1cccc2cccnc12)c1ccc(C(F)(F)F)cc1C(F)(F)F | -5.44
O=C(Cn1c(=O)oc2cccnc21)Nc1ccccc1 | -0.65
COc1cccc2c1OC1=C(C2)C(=O)CC(C)(C)C1 | -0.28
CCCS(=O)(=O)C(C#N)c1ccccc1[N+](=O)[O-] (configuration not stated) | -0.5
O=C(NC(CO)C(=O)O)c1ccccc1 (configuration not stated) | 2.07
COc1ccc(-c2noc(-c3ccc(OC)cc3)n2)cc1 | 1.29
O=C1C2CC3CC1(Br)CC(Br)(C2)C3=O | -0.03
COC(=O)[C@H](c1ccccc1Cl)N1CCc2sccc2C1 | 0.48
COc1ccc2c(c1OC)C(=O)OC2CC(=O)c1ccc(O)cc1 (configuration not stated) | 0.54
Clc1ccc2ncnc(-c3ccccc3)c2c1 | 1.31
COc1ccc(-c2cc(=O)c3cc(Cl)ccc3o2)cc1 | -1.02
CC(C)OC(=O)c1nnn(-c2nonc2N)c1CN1CCCCC1 | 2.62
Cn1c(=O)[nH]c(=O)c2c1nc(N)n2CC(O)COc1ccc(Cl)cc1 (configuration not stated) | -0.35
Brc1ccc(-c2noc(CCCc3ccccc3)n2)cc1 | -1.76
C/C(=N\O)C(C)(C)Nc1ccc(Br)cc1 | -0.19
Cn1c2c(c(=O)[nH]c1=O)C(c1ccccc1)C1=C(N2)c2ccccc2C1=O (configuration not stated) | 3.03*
CC1=C(C(=O)OC2CCCC2)C(c2cccc(F)c2)C2=C(CC(C)(C)CC2=O)N1 (configuration not stated) | 0.52
C/C(COc1ccc(Cl)cc1Cl)=N\OC(=O)c1c(F)cccc1F | 15.2
CCOC(=O)c1nnn2c1nc(Nc1ccc(Cl)cc1)c1ccccc12 | -0.24
O=C(CSc1nc(-c2ccc(F)cc2)cc(C(F)(F)F)n1)NCc1cccnc1 | 1.49
C=CCNC(=O)N1CCc2[nH]c3ccc(F)cc3c2C1 | 0.36
c1nc(NN2CCCCC2)c2sccc2n1 | 0.18
COc1ccc(Oc2coc3cc(OCc4ccccc4)ccc3c2=O)cc1 | -0.9
C=CCn1c(NCc2ccccc2OC)nc2ccccc21 | -0.63
CCOC(=O)/C(C#N)=C/NCCc1ccncc1 | -0.53
C[C@]12CS(=O)(=O)C[C@H]1SC(=S)N2c1ccccc1 | 0.1
Cc1c(/C=N/NC(=O)NCc2ccc(Cl)cc2)sc2ccccc12 | 1.81
Cc1c(C(=O)NCCCN2CCN(C)CC2)sc2ncn(CC(=O)N3CCCCC3C)c(=O)c12 (configuration not stated) | -0.06
O=C1C(O)=C(C(=Nc2ccccc2)c2ccccc2)C(=O)N1c1ccc(Cl)cc1 | 1.12
O=C1c2ccccc2NC(c2ccccc2O)N1c1ccc(F)cc1 (configuration not stated) | -0.68
N#CNC(=Nc1ccc(Cl)cc1)Oc1ccccc1 | 1.88
COC(=O)c1ccc(S(=O)(=O)Oc2ccccc2N2CCOCC2)o1 | 1.04
CCC(=O)Nc1nc(NC(=O)CC)nc(-c2ccccc2C)n1 | 2.9
Cc1cccc(Nc2nc(-c3ccc(O)c(O)c3)cs2)n1 | 5.16*
CCCOc1cccc(C2CCCCN(C)C2=O)c1 (configuration not stated) | -1.76
CCCc1nn(C(=O)c2ccco2)cc1C(=O)OCC | 2.58
O=C(Nc1nnc(C2CC2)s1)c1ccccc1 | 0.18
CCC1CSC(Nc2c(C)cccc2C)=N1 (configuration not stated) | -2.44
O=C(NNc1ccccc1)c1cc(-c2ccc(Cl)cc2)oc1C(F)(F)F | 0.99
Cc1ccc(C(=O)C2=C(O)C(=O)N(Cc3cccnc3)C2c2ccccc2F)o1 (configuration not stated) | -0.54
Cc1ccc(-c2n[nH]c(=O)c3ccccc23)cc1 | -0.19
N#Cc1c(N)nc2c(c1-c1ccc(Cl)cc1)CCCCC2 | 0.78
O=C1NCCCC1C(=O)N1CCN(C(=O)c2ccco2)CC1 (configuration not stated) | -1.3

Further compounds follow:
Compound | Dicer processing
O=C1CC(c2ccco2)Cc2nc(N3CCN(CCO)CC3)ncc21 (configuration not stated) | -1.35
CCOC(=O)CN1C(=O)C(=O)c2ccccc21 | 4.6*
O=C(O)[C@@H]1CS[C@H](c2ccccc2)N1 | 2.44&2.44
Clc1ccc(-c2nc(CSc3ccccn3)cs2)cc1 | -0.28
CCOc1ccc(S(=O)(=O)n2cnc3cc(C)c(C)cc32)cc1C | -1.36
N#Cc1c(F)cccc1Sc1ccc(Cl)cc1 | 0.11
N#C/C(=C\c1cc(C#Cc2ccccc2)cs1)C(=O)c1ccccc1 | -0.04
CN(C)/C=C1\C(=O)ON=C1c1ccccc1 | -1.23
Cc1cc(-c2noc(COc3ccc(F)cc3F)n2)c2ccccc2n1 | 0.06
Nc1nc(Cl)nc2c1ncn2[C@H]1C[C@H](O)[C@@H](CO)O1 | -0.21
COC(=O)CSC1=C(C#N)C(c2ccc(O)c(OC)c2)CC(=O)N1 (configuration not stated) | -0.1
Cc1cc(C)c(S(=O)(=O)Nc2ccc(O)cc2)c(C)c1 | 1.44
CCOc1ccccc1-c1nnc(SCc2ccc(Cl)cc2)o1 | -1.85
O=c1c(Sc2c(Cl)cccc2Cl)c(Sc2c(Cl)cccc2Cl)c1=O | -0.45
CCOc1ccc(/C=N/NC(N)=S)cc1 | -1.41
Cc1ccc(-c2noc(/C=C/c3ccccc3Cl)n2)cc1 | -0.52
O=C(Nc1cncc(C#Cc2ccccc2)c1)Nc1cccc(C(F)(F)F)c1 | -0.46
CC1(C)CC(=O)C2=C(C1)N(c1ccc(S(N)(=O)=O)cc1)C(N)=C(C#N)C2c1ccccc1Cl (configuration not stated) | -0.26
NC(=O)N/C(CSc1ccc(Cl)cc1)=N\O | -1.13
C[C@H](NC(CCc1ccccc1)C(=O)O)C(=O)N1CCC[C@H]1C(=O)O (some centres not stated) | 0.22
Cc1cc(SCC2=NNC(=O)C2)c(C)cc1Cl | -0.62
CN(C)c1ccc(/C=C/C=C/C23NC(=O)CN2c2ccccc2C3(C)C)cc1 (configuration not stated) | 0.94
Clc1ccc(Sc2nc3sccn3c2C=Nc2ccccc2)cc1 | 0.23
O=C1CC(c2ccccc2)CC2=C1C(c1cc3c(cc1Br)OCO3)Nc1ccccc1N2 (configuration not stated) | 3.31
O=c1cc(CSc2ccc(Cl)cc2)nc2nc[nH]n12 | 4.39*
CN(C)c1cccc(N(C)C)c1CNC(=O)C(Cl)(Cl)Cl | 0.1
O=C(O)CC(CC(=O)O)c1ccc(C(F)(F)F)cc1 | -2.2
CCOc1cc(C2C3=C(CCCC3=O)NC3=C2C(=O)CCC3)ccc1O | -1.34
CC(=O)NNC(=O)c1csc(Cc2c(Cl)sc3ccc(Cl)cc23)n1 | 0.44
N/C(=N\NC(=O)Nc1cccc(C(F)(F)F)c1)c1ccc(C(F)(F)F)cn1 | -0.57
COC(=O)c1cnn(-c2c(Cl)cc(Cl)cc2Cl)c1C(OC)OC | -1.07
CC1CCC(C)N1c1cc(C(F)(F)F)cc(C(F)(F)F)c1 (configuration not stated) | -1.13
CCCCCNC(=O)Cn1cnc2c1c(=O)n(C)c(=O)n2C | -0.48
Cn1c(=O)n(CCOc2ccccc2)c2ccccc21 | -0.08
COc1ccc(C)cc1NC(c1ccccn1)c1ccc2cccnc2c1O (configuration not stated) | -0.11
CC1(C)CC(=O)C2=C(C1)c1c(ccc3ccccc13)NC2c1ccc(O)cc1 (configuration not stated) | 1
O=C(Nc1c[nH]c(=O)[nH]c1=O)c1ccco1 | -5.72
CS(=O)(=O)n1cc(C(=O)C(F)F)c2ccccc21 | 0.57
O=C1CC(c2ccccc2Cl)Cc2nc(N3CCc4ccccc4C3)ncc21 (configuration not stated) | 2.75
Cc1ccc(N2C(=O)CC(C)CC2=O)cc1 | -0.52
COC(=O)C1=C(C)NC2=C(C(=O)CC(C)(C)C2)C1c1ccc(F)c(F)c1 (configuration not stated) | 0.73
CCOC(=O)c1c(Nc2ccccc2C(F)(F)F)sc(C(=O)c2ccc(Cl)cc2)c1N | -6.24
C=CCOc1c(Cl)cc(CNCCSc2nnnn2C)cc1OC | 1.69
CC1CN(c2ccc(N)cc2C(=O)O)CC(C)O1 (configuration not stated) | 0.91
CCOC(=O)Cn1c(-c2ccccn2)nc2ccccc21 | -0.59
COc1ccc2c(c1)CCC1C2CCC2(C)C(=O)CCC12 (configuration not stated) | -0.86
COc1cc2ncnc(Nc3ccc(F)c(Cl)c3)c2cc1OCCCN1CCOCC1 | 0.42
O=C(CCSc1nc(-c2ccco2)cc(C(F)(F)F)n1)Nc1ccccc1F | 0.98
O=C(N/N=C1/CCCc2occc21)c1ccc([N+](=O)[O-])cc1 | 0.39
COc1ccc2c(c1OC)C(=O)N1c3ccccc3N=C(c3ccc(C)cc3)CC21 (configuration not stated) | -0.19

Next section:
Compound | Dicer processing
CS/C(N)=N/N=C(\C)c1ccc(Br)cc1 | -0.84
c1ccc2c(c1)Nc1nc3ccccc3nc1O2 | -0.45
CC(C(=O)NNC(=S)Nc1ccccc1Cl)n1nnc(N2CCOCC2)n1 (configuration not stated) | -0.26
CC(C)N(CCC#N)C(=O)Nc1ccc(C(C)(C)C)cc1 | 0.76
Cc1occc1C(=O)C(C#N)=C1SCCCS1 | 0.37
CC(=O)/C(C)=N/O | 0.67
Cc1onc(-c2ccccc2Cl)c1C(=O)OCC(=O)c1ccc(Br)cc1 | 3.92*
CCCCNC(=O)NCCNc1ccc(C(F)(F)F)cn1 | 0.14
Cc1cc(C)c(SCC(=O)N2CCN(c3ncc(C(F)(F)F)cc3Cl)CC2)c(C)c1 | -1.66
COCCCNC(=S)Nc1c(C)cc(C)cc1C | -0.07
COC(=O)CSC1=C(C#N)C(c2ccc(C)cc2)CC(=O)N1 (configuration not stated) | 0.65
COc1ccc(-c2nn3c(-c4ccccc4Cl)nnc3s2)cc1 | 2.35
O=[N+]([O-])c1cc(C(F)(F)F)cc2c1nc1ccccn12 | 0.09
CC(=O)Nc1ccc(C)cc1N=Cc1ccc2c(c1)OCO2 | -0.71
CCN1C(=O)C2(/C(=C(/O)c3ccc(OC)c(C)c3)C(=O)C(=O)N2CCCN(C)C)c2ccccc21 (configuration not stated) | -0.67
CCOc1ccc2c(=O)c(Oc3cc(C)cc(C)c3)coc2c1 | -0.09
N#Cc1c(N2CCCC2)nsc1-c1ccccc1 | 1.02
Cc1ccc(CN2C(=O)c3oc4ccc(Cl)cc4c(=O)c3C2c2cccc(O)c2)cc1 (configuration not stated) | 1.51
O=C1c2ccccc2C(=O)C1c1ccc2ccccc2n1 | 0.48
COc1nc(C)ccc1-c1noc(-c2ccc(Cl)cc2)n1 | 0.36

4 entries from above, with each value named:
> O=C1c2ccccc2C(=O)C1c1ccc2ccccc2n1
  Dicer processing: 0.48

> N#Cc1c(N2CCCC2)nsc1-c1ccccc1
  Dicer processing: 1.02

> COC(=O)CSC1=C(C#N)C(c2ccc(C)cc2)CC(=O)N1 (configuration not stated)
  Dicer processing: 0.65

> CC(=O)Nc1ccc(C)cc1N=Cc1ccc2c(c1)OCO2
  Dicer processing: -0.71

(continued)
Compound | Dicer processing
N#CCCN(C(=S)Nc1ccc(Cl)c(Cl)c1)C1CCCCC1 | -0.2
O=C(CCc1ccccc1)NNc1ccccc1F | 0.4
OCCNC(=S)NC1CCCCCC1 | -0.54
Cc1ccc(S(=O)(=O)c2nc(-c3cccs3)oc2N2CCC(C)CC2)cc1 | -2.86
C[C@]12CCC(=O)C=C1CC[C@@H]1[C@@H]2C(=O)C[C@@]2(C)[C@H]1CC[C@]2(O)C(=O)CO | -0.43
CSCCn1c(-c2ccccc2)cc(C(=O)Nc2ccc3c(c2)OCCO3)c1C | -1.43
O=C(Nc1cc2cc([N+](=O)[O-])ccc2oc1=O)c1ccc(Cl)c(Cl)c1 | -0.92
CN(NC(=O)c1ccccc1)c1ncc(C(F)(F)F)cc1Cl | 1.01
Cn1cnnc1SCC(=O)N1c2ccccc2Sc2ccccc21 | 0.7
CCOc1ccsc1C(=O)NNC(=O)C1CC1 | 0.21
CC1CCc2c(sc3nc(SCC(N)=O)n(-c4ccccc4)c(=O)c23)C1 (configuration not stated) | 1.27
CCN1C(=O)C2(/C(=C(/O)c3ccccc3)C(=O)C(=O)N2CCCN(C)C)c2ccccc21 (configuration not stated) | 3.56*
COc1ccc(CN2CCN(Cc3ccccc3OC)CC2)cc1Br | 3.53*
COc1ccc(O)c(C2=NN3C(C2)c2ccccc2OC3c2cccnc2)c1 (configuration not stated) | -0.42
Cc1ccc(C2CC(=O)CC(=O)C2)cc1 | -0.33
Cc1ccc(S(=O)(=O)N2CCSC2c2cccc(Cl)c2)cc1 (configuration not stated) | -0.62
CCOC(=O)C1=NN(c2ccc(C)cc2)/C(=C/C2=NCCc3cc(OC)c(OC)cc32)S1 | 4.4*
CC1(C)CC(=O)c2cc(C#N)c(SCc3ccccc3)nc2C1 | -1.23
COc1ccc(OC)c(SCc2nnc(-c3ccc([N+](=O)[O-])c(C)c3)o2)c1 | -0.81

Some of the compounds tested, so the mix of outcomes need not match the whole.
